Source: PubChem BioAssay
Akt phos inh: blocks phosphorylation of Akt; Neuro2A IGF-stimulated pAkt S473 HTRF, 20 min; active compounds read low; activity change, % for hits at 50 µM; 360,000 compounds, 0.32% hits; in the data active = activity change below about -80%; inconclusive = mostly about -51% to -80%; note: % is set by controls: 0 for no effect and ±100 for the full control effect
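Single-point screen (50 µM final compound) in Neuro2A cells stimulated 20 min with 6 nM IGF at 37 deg C. After lysis, Ser473-phosphorylated Akt read by HTRF (ex 330 nm, em 615/665 nm) as the 665/615 ratio.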
FUS suppressor: suppressors of FUS proteinopathy in yeast; 390,000 compounds, 0.24% hits; S. cerevisiae FUS-expressing, growth rescue, OD600, 24 h; Potency, µM (titrated, usually from 76.6 µM), for the others: at the top dose growth rescue (activation), most hits filed as activators;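 note: potency is the fitted concentration of half-maximal effect; plate controls were DMSO vehicle for no effect and reference control for full effect; nearly all actives have a fitted effect of over 55% in size; some results filed as inactive show a strong effect at the top dose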
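Yeast FUS proteinopathy model; galactose-induced FUS (2%), starting OD 0.005. Cpds in dilution series, 24hr, 30C, 99% humidity. Abs 600 nm growth. Pos ctrl CP55940 (top 92uM final); neg ctrl DMSO.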
aSyn yeast inh: inhibitors of alpha-synuclein toxicity in yeast; Potency, µM (series often up to 46.1 µM), for inactives: at the highest dose growth rescue (activation), usual class: activators; AID 652106; Yeast expressing alpha-synuclein, growth rescue, BacTiter-Glo, 24 h; 370,000 compounds, 0.14% hits; note: potency is the fitted concentration of half-maximal effect; % of control where 0% means no effect; nearly all actives have a fitted effect of over 65% in size
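Screening used galactose-induced yeast with toxic alpha-synuclein levels, exposed to compound for 24 hr at 30 deg C. Cell growth, read with BacTiter-Glo luminescence, gave the measured signal.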
Abeta rescue: compounds reversing amyloid beta toxicity in yeast; yeast expressing A-beta42, growth rescue, OD600, 48 h; response scale: 0% DMSO, 100% iron-clioquinol control; Potency, µM (titrated, usually from 46.1 µM), for inactives: at the highest dose growth rescue, most hits filed as activators; 410,000 compounds, 0.063% hits; note: potency is the fitted concentration of half-maximal effect; nearly all actives have a fitted effect of over 55% in size
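Yeast A-beta toxicity model in growth medium with pinned compounds, 48 h at 30 C; growth read as absorbance at 600 nm. Normalized to FeCl3/clioquinol equimolar mix (positive) and DMSO (negative).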
GLP-1R inv ag: GLP-1 receptor (human) inverse agonism | 410,000 compounds, 1.6% hits | AID 624417 | HEK293 GLP-1R CRE-luciferase, luminescence, 24 h; GLP-1R form is constitutively active | Potency, µM (doses to about 38.3 µM), without a hit: top-dose activity change, negative = inhibition, usual class: inhibitors | P43220; note: potency is the fitted concentration of half-maximal effect; % is set by controls: 0 for no effect and ±100 for the full control effect; nearly all actives have a fitted effect of over 55% in size
Target sequence (P43220 whole entry, looked up): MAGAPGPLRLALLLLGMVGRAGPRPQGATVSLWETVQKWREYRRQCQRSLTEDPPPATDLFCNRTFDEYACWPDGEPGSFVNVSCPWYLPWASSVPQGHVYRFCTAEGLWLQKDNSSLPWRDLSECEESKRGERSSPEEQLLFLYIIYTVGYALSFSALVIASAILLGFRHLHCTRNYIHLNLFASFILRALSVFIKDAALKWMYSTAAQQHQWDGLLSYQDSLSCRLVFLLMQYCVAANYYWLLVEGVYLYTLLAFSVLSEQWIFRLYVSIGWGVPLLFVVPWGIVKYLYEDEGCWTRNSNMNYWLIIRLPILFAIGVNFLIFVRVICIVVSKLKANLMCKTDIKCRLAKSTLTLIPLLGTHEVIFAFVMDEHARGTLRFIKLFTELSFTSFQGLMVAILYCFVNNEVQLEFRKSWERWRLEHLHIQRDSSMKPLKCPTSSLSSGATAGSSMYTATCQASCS
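HEK293 cells stably co-expressing constitutively active GLP-1R and a cAMP-responsive luciferase reporter were seeded in DMEM with 10% Nu serum, given compounds after 12 h, and incubated 24 h at 37 deg C. Luminescence was then read.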
PTHR1 ag: agonists of human PTHR1 parathyroid hormone receptor. Q03431. HEK293 GP2 PTHR1 cells, GloSensor cAMP luminescence, 1 h. Potency, µM (doses to about 115 µM), inactives show at the top dose activation, hits mostly activators. 410,000 compounds, 0.075% hits; note: potency is the fitted concentration of half-maximal effect; nearly all actives have a fitted effect of over 55% in size; some results filed as inactive show a strong effect at the top dose; inactives centre near -15; many of its hits are not listed in these tables
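HEK-293-derived GP2 cells expressing PTHR1 and a GloSensor cAMP reporter, 3,000/well, plated overnight, given luciferin plus IBMX (each 0.5 mM as added) for 1 h at 37 °C, then compound for 1 h at 37 °C. Luminescence was read after 15 min at room temperature.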
GLP-1R agonist: agonists of human GLP-1 receptor; HEK293 GLP-1R CRE-luciferase, luminescence, 4-6 h; cells express a hypersensitive GLP-1R form; Potency, µM (top dose mostly 45.6 µM), for the others: at the top dose activation, most hits filed as activators; 380,000 compounds, 0.007% hits; AID 624172; note: potency is the fitted concentration of half-maximal effect; % of control where 0% means no effect
DRD3 antagonist: antagonists of human D3 dopamine receptor; P35462; D3R cells, DiscoveRx beta-arrestin luminescence, antagonist mode; active compounds read low; max response, negative = inhibition, %; 360,000 compounds, 2.5% hits; in the data active = max response below about -50%; inconclusive = no clear call, values can overlap the other calls; note: % is set by controls: 0 for no effect and ±100 for the full control effect; mostly tested at two doses, the higher about 12 µM
Target sequence (P35462 whole entry, looked up): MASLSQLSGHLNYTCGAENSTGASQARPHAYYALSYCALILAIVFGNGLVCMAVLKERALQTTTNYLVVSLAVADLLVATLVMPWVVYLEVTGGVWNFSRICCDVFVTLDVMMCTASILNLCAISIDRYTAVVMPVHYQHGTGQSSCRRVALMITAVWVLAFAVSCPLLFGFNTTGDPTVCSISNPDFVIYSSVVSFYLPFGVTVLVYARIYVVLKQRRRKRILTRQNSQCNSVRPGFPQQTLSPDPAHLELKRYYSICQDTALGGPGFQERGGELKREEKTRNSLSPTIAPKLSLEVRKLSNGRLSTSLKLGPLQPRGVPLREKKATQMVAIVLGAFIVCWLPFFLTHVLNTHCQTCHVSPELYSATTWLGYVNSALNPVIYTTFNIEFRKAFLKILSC
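Cells expressing the human receptor were seeded at 1500 cells/well, incubated overnight at 37 degrees C in 5% CO2, then exposed to library compounds with dopamine controls for 90 minutes at 37 degrees C before luminescent detection.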
TDP43 rescue: TDP-43 toxicity inhibition in yeast. 410,000 compounds, 1.8% hits. TDP-43 expressing yeast growth rescue, BacTiter-Glo, 24 h. Potency, µM (doses to about 46.1 µM), inactives show top-dose growth rescue (activation), actives largely listed as activators; note: potency is the fitted concentration of half-maximal effect; % of control where 0% means no effect; nearly all actives have a fitted effect of over 50% in size
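Cell-based yeast growth screen: TDP-43 expression induced in galactose, inoculum OD600=0.02 after raffinose pregrowth to mid-log. Read-out BacTiter-Glo luminescence at 24 hr, 30 deg C; inhibition of toxicity seen as signal increase.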
Numbers without * were called inactive; i = inactive; ? = inconclusive; · = no result given; & = joins results of further samples; [ ] = remark or other dose. Unless noted, calls come from the whole dose curve; as a rule, active = well fitted curve in the direction sought with a large enough effect; inconclusive = small, poorly fitted or top-dose-only effect, or another doubt; inactive = no such curve, though single readings can be large; an effect the other way counts as inactive or inconclusive.

[1] COC(=O)C1=C(c2ccc(C(C)=O)cc2)C[C@@H]2CC[C@H]1N2C(=O)N1CCCCC1
[2] COc1ccc2[nH]cc(CCN)c2c1
[3] Nc1ccc2c(c1)oc1ccccc12
[4] COc1cc([C@@H]2c3cc4c(cc3[C@@H](OC)[C@H]3COC(=O)[C@H]23)OCO4)cc(OC)c1O
[5] CC(C)(C)n1cccc1/C=C1\C(=O)NC(=O)N(c2ccccc2)C1=O
[6] CCC(=Nc1ccc(OC)cc1OC)c1c(O)n(C2CCCCC2)c(=O)[nH]c1=O

assay / compound | 1 | 2 | 3 | 4 | 5 | 6
Akt phos inh | i | i | i | i | i | i
FUS suppressor | 18.6% | 13.6% | · | -1.1% | · | ?
aSyn yeast inh | 8.0% | 2.0%&1.8% | 3.0% | 2.7% | 0.5% | -12.3%
Abeta rescue | 6.7% | 5.6% | 18.1% | -14.7% | -9.2% | -8.9%
GLP-1R inv ag | 9.6% | -8.5% | 20.3% | ? | 0.0% | ?
PTHR1 ag | -2.1% | -23.0% | -26.0% | -16.7% | i | -22.7%
GLP-1R agonist | -0.9% | -1.9% | 3.2% | -2.9% | -0.1% | -3.9%
DRD3 antagonist | ? | 26.7 | 7.4 | -11.0 | 16.1 | 29.5
TDP43 rescue | 0.7% | 13.7% | -7.6% | 16.0% | -8.2% | 15.8µM*

[7] O=c1[nH]c(=S)n(C2CC2)c(O)c1C=NCc1ccc(F)cc1
[8] CCn1c(O)c(C=NCc2ccccc2)c(=O)[nH]c1=S
[9] CC(C)NC(=O)Cn1cc(C(=O)c2ccccc2)c2ccccc21
[10] O=c1[nH]c(O)c(N=Nc2cc([N+](=O)[O-])ccc2O)c(=O)[nH]1
[11] CCCCn1c(O)c(C(CC)=NCCCn2ccnc2)c(=O)[nH]c1=O
[12] CCCNC(=O)N1CCC2(CC1)OCCO2

assay / compound | 7 | 8 | 9 | 10 | 11 | 12
Akt phos inh | i | i | i | i | i | i
FUS suppressor | -19.4% | -7.0% | -12.8% | 24.5% | -19.6% | -4.7%
aSyn yeast inh | 0.6% | -4.1% | -2.2% | -29.1% | -1.3% | -4.7%
Abeta rescue | 24.3% | -23.9% | -12.2% | -14.3% | -91.7%[inhibitor] | 1.7%
GLP-1R inv ag | 19.0% | -8.3% | 6.2% | 8.3% | 4.9% | 31.9%[activator]
PTHR1 ag | -26.8% | i | i | i | -5.5% | ?
GLP-1R agonist | -1.8% | 1.1% | -6.2% | 0.8% | -4.4% | 11.0%
DRD3 antagonist | 18.9 | 11.4 | -2.0 | ? | -2.1 | -0.1
TDP43 rescue | -3.9% | 16.0% | -7.8% | -31.3%[inhibitor] | -5.9% | -16.2%[0.397 µM]

[13] CNC(=S)N1CCN(CCN=Cc2c(O)n(-c3ccc(C)cc3)c(=S)[nH]c2=O)CC1
[14] CCCCn1c(N)c(C(=O)OCCOC)c2nc3ccccc3nc21
[15] Cc1c2cnn(CC(=O)N3CCC4(CC3)OCCO4)c(=O)c2c(C)n1Cc1ccc(F)cc1
[16] O=C(/C=C/c1ccc(F)cc1)NC(=S)N1C[C@H]2C[C@H](C1)c1cccc(=O)n1C2
[17] COCCCn1c(N)c(C(=O)NCc2ccco2)c2nc3ccccc3nc21
[18] Cc1cc(OCC(=O)NCC(O)c2ccccc2)c2c3c(c(=O)oc2c1)CCCC3 (centres undefined)

assay / compound | 13 | 14 | 15 | 16 | 17 | 18
Akt phos inh | i | i | i | i | i | i
FUS suppressor | -20.7% | -3.0% | -6.1% | -7.0% | 26.3% | 1.2%
aSyn yeast inh | -6.4% | -7.2% | 0.2% | -6.1% | 2.5% | -0.2%
Abeta rescue | -0.6% | 9.0% | -0.5% | -11.1% | 3.8% | -0.4%
GLP-1R inv ag | -4.0% | 15.5% | -23.2% | -0.1% | ? | 18.5%
PTHR1 ag | i | -1.1% | -23.2%[57.5 µM] | -3.1% | i | i
GLP-1R agonist | -3.4% | 7.3% | -5.7% | -1.6% | 21.6% | 8.1%
DRD3 antagonist | -16.5 | -8.8 | -8.6 | 3.3 | -4.5 | 17.4
TDP43 rescue | 13.3% | 7.3% | -14.3% | 4.5% | -17.0%[1.82 µM] | 9.6%

[19] CC(=O)O[C@H]1C(=O)[C@@]2(C)C([C@H](OC(=O)c3ccccc3)[C@]3(O)C[C@H](O)C(C)=C1C3(C)C)[C@]1(OC(C)=O)CO[C@@H]1C[C@H]2O (some centres undefined)
[20] O=C1NCCOC(=O)[C@@H](Cc2ccc(F)cc2)CC/C=C/C[C@@H]1CC(=O)N(CCO)Cc1ccccc1
[21] Cc1cc(N2C(=O)C3CCCN3C2c2sccc2C)no1 (centres undefined)
[22] CCN(CC)c1ccccc1
[23] CN1CCN(c2c(F)cc([N+](=O)[O-])c(N)c2Br)CC1
[24] CCOc1ccc(-n2c(CC)nc3ccccc3c2=O)cc1

assay / compound | 19 | 20 | 21 | 22 | 23 | 24
Akt phos inh | i | i | i | i | i | i
FUS suppressor | -5.1% | ? | 12.2% | -39.6% | 18.2% | -21.0%
aSyn yeast inh | -0.7% | 0.8% | -10.3% | -3.5% | 1.9% | 6.4%
Abeta rescue | -6.0% | 7.5% | -15.1% | 0.0% | -0.6% | 4.1%
GLP-1R inv ag | ? | 6.6% | 0.0% | -1.7% | 17.5% | -25.8%
PTHR1 ag | -3.9% | -33.8%[inhibitor] | -11.0%[57.5 µM] | -11.9% | i | -26.1%
GLP-1R agonist | 0.8% | 0.6% | 0.7% | -3.8% | 0.7% | 3.1%
DRD3 antagonist | 22.4 | 22.3 | -2.4 | 6.4 | -18.4 | -0.5
TDP43 rescue | 16.3% | 22.5% | 1.5% | 11.6% | -3.0%[9.22 µM] | ?

[25] c1ccc2c(c1)[nH]c1ccccc12
[26] O=C1NC(=O)C(=Cc2ccc(-c3ccc(S(=O)(=O)N4CCOCC4)cc3)o2)C(=O)N1
[27] COC(=O)C1=C(c2c(C)noc2C)C[C@@H]2CC[C@H]1N2C(=O)NCC1CC1
[28] Cc1ccccc1N
[29] CCC(=NC1CC1)c1c(O)n(-c2ccc(OC)cc2)c(=O)[nH]c1=O
[30] COc1ccc(-c2nc(CSCC(=O)N3CCN(c4ccc(F)cc4)CC3)c(C)o2)cc1

assay / compound | 25 | 26 | 27 | 28 | 29 | 30
Akt phos inh | i | i | i | i | · | ·
FUS suppressor | -9.9% | -16.0% | -14.1% | -35.2% | -2.4% | ?
aSyn yeast inh | 11.0% | -3.4% | -10.0% | 9.2% | 7.5% | ·
Abeta rescue | -4.2% | -7.6% | 0.9% | -21.0% | 8.5% | -0.8%
GLP-1R inv ag | -25.6% | -9.0% | 18.3% | 1.0% | 0.7% | ?
PTHR1 ag | -74.8%[inhibitor] | -27.9% | -19.1% | -15.7% | i | i
GLP-1R agonist | 4.8% | -3.6% | -2.4% | 5.7% | -1.3% | ·
DRD3 antagonist | -14.2 | 7.0 | 14.0 | 0.0 | 15.8 | ·
TDP43 rescue | 3.9% | 13.3% | -8.1% | 21.5% | 0.0% | ?

[31] C[N+]1(C)C2CC[C@H]1CC(OC(=O)C(CO)c1ccccc1)C2 (some centres undefined)
[32] COc1ccc2c3c1O[C@H]1C(=O)CC[C@H]4[C@@H](C2)N(C)CC[C@]314
[33] O=C(Nc1ccccc1)c1cc([N+](=O)[O-])ccc1N1CCNCC1
[34] O=c1[nH]c(=O)n(-c2cccc3ccccc23)c(O)c1/C=N/N1CCCCC1c1cccnc1 (centres undefined)
[35] COc1ccc(N2C(=O)/C(=C/c3cccs3)C(=O)NC2=S)cc1
[36] COC(=O)C1=C(c2ccccc2OCc2ccccc2)C[C@@H]2CC[C@H]1N2C(=O)NCCN1CCOCC1
[37] Cc1ccc(NC(=O)N(Cc2ccc3c(c2)OCO3)C2CCN(Cc3ccccc3)CC2)cc1Cl
[38] C[N+](C)(C)CC1CCCC(C[N+](C)(C)C)C1=O (centres undefined)
[39] COC(=O)C1=C(c2ccc(OC(F)(F)F)cc2)C[C@@H]2CC[C@H]1N2C(=O)N1CCCC1

assay / compound | 31 | 32 | 33 | 34 | 35 | 36 | 37 | 38 | 39
Akt phos inh | i | · | i | i | i | i | · | i | i
FUS suppressor | -29.0% | -29.2% | 44.0% | -1.2% | 28.4% | -4.9% | 39.4% | · | ?
aSyn yeast inh | -2.8% | -0.2% | -1.0% | -3.1% | ? | -1.2% | · | -0.1% | -10.3%
Abeta rescue | -9.0% | -25.3% | 10.6% | -4.1% | -78.4%[inhibitor] | -6.2% | -5.7% | -6.9% | 1.4%
GLP-1R inv ag | 4.7% | -1.1% | -31.0% | -3.5% | 30.8%[activator] | -10.5% | 12.6µM* | ? | 11.5%
PTHR1 ag | -15.3% | 19.5% | i | -24.1% | -75.8%[inhibitor] | i | -7.2% | -35.1%[inhibitor] | -28.1%
GLP-1R agonist | 10.3% | 0.5%&15.0% | 7.3% | -7.6% | 2.6% | 15.8% | · | -2.6% | -4.1%
DRD3 antagonist | -67.0* | -9.6 | -11.8 | -12.0 | -11.8 | 0.0 | · | -25.7 | 22.2
TDP43 rescue | -5.2% | 4.7% | -13.8%[9.22 µM] | 9.4% | -91.8%[inhibitor] | 28.2% | -31.0%[inhibitor] | 20.2% | ?

A portion of the library; rates above refer to the full screens.
